ERAP1 HTS inh: human ERAP1 aminopeptidase inhibitors, primary screen, biochemical, single point, plate reader. recombinant ERAP1, Leu-AMC fluorescence, 60 min. inhibition, % at 10.7 µM. actives 0.15% (n = 340,000);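 active means mean replicate inhibition of at least 30%, or all replicates individually reaching that 30% level; inactive means mean below 30% and not every replicate reaching it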;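 further: 0% = neutral control wells and 100% = L-leucinethiol positive control wells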
Target sequence (Q9NZ08 whole entry, looked up): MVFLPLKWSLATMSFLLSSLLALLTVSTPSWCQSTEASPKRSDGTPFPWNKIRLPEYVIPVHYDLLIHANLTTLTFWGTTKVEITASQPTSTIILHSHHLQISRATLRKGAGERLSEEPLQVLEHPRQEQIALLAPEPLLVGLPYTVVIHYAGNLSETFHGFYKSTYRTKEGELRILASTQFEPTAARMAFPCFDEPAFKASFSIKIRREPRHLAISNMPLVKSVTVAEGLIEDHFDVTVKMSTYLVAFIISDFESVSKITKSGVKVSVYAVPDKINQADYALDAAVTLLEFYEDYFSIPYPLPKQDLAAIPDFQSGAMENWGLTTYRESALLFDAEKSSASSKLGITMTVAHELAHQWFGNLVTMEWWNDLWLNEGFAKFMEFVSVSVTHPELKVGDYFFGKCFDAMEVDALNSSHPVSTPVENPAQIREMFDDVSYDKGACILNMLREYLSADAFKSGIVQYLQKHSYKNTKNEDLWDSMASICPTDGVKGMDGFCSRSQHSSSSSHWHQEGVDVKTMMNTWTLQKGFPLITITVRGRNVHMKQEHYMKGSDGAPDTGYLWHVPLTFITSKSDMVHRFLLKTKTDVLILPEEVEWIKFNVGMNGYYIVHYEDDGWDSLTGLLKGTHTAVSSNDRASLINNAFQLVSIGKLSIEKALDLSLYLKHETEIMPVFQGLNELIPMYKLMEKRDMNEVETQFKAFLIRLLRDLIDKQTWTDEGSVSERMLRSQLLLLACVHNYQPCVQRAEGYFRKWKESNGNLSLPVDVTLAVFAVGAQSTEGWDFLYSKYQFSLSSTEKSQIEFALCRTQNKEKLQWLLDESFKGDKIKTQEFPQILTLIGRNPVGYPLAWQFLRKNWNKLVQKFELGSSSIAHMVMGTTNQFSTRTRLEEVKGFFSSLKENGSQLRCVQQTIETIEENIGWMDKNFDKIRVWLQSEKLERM
PglD inh: C. jejuni PglD acetyltransferase inhibitors, primary screen, biochemical, DTNB colorimetric, single point. inhibition, % at 12.5 µM. UDP-N-acetylbacillosamine N-acetyltransferase PglD (Campylobacter jejuni). actives 0.098% (n = 360,000). purified PglD enzyme, DTNB colorimetric CoA detection; in the data active means inhibition above about 16%, passing the limit was not always enough; further: strong numbers were not always called active
PGC1a acetyl inh: inhibitors of PGC1a acetylation signal, primary screen, cell-based, U2OS, AlphaScreen, inhibitor mode; AID 651687, 2012; AlphaScreen anti-acetyl-lysine; with virally co-expressed GCN5 acetyltransferase; inhibition, % at 15.6 µM; actives 0.17% (n = 350,000);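 active means every replicate shows inhibition of at least 40%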;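 further: 0% = neutral control wells and 100% = positive control wells; some results beyond the cut were filed as inactive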
miR-122 sensor: miR-122 Renilla sensor signal increase in Huh7, primary screen, miR-122 inhibitor project, cell-based, single point, plate reader; Huh7 miR-122 Renilla luciferase sensor, 48 h; neutral wells = 0, positive control = 100; activation (reporter increase), % at 12.5 µM; actives 0.3% (n = 340,000);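 active means mean replicate activation score at least 90 and every replicate individually at or above 90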;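 further: higher luciferase means less miR-122 activity so hits act as miR-122 inhibitors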
E-selectin induc: E-selectin induction in HUVECs, primary screen, imaging, HUVEC, immunofluorescence imaging, single point; P16581; normalized: neutral wells 0, TNF-alpha wells 100; activation, % at 7.58 µM; actives 0.37% (n = 260,000); AID 686992, 2013;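 active means mean E-selectin-positive cell signal at least 10% of the positive control, reached in at least 60% of replicates, without over 20% cell loss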;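 further: in these data hits start at about 27%; measured in HUVEC primary endothelial cells; signal is the percent of cells scored E-selectin positive by PE staining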
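material = human umbilical vein endothelial cells (HUVEC), E-selectin induction | quantity = 3,000 cells/well | medium = EGM-2 growth medium on 0.1% gelatin-coated wells | technique = immunofluorescence imaging | read-out basis = % PE-positive cells | control set = TNF-alpha positive control, DMSO neutral control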
RAD54 inh: inhibitors of human RAD54 branch migration, primary screen, biochemical, fluorescence, single point. DNA repair and recombination protein RAD54-like (Homo sapiens), Q92698. RAD54 Holliday junction branch migration, FAM/BHQ fluorescence. inhibition, % at 10.4 µM. actives 0.14% (n = 360,000). AID 602329, 2012;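 active means mean normalized replicate activity at least 40 and at least half of replicates scoring 40 or more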;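 further: 0% = median of neutral control wells and 100% = median of positive control wells; inhibitors cause a drop in the FAM fluorescence signal; in these data hits start at about 50%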
RAD52 inh: RAD52 DNA annealing inhibitors, primary screen, biochemical, FRET, single point, set 2. DNA repair protein RAD52 homolog (Homo sapiens), P43351. recombinant RAD52 DNA annealing, FRET fluorescence. inhibition, % at 18.7 µM. actives 0.46% (n = 360,000). AID 651710, 2012;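 active means every replicate showing at least 50% inhibition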
Cneo AK release: Cryptococcus neoformans cell lysis inducers, primary screen, AK release luminescence, single concentration; C. neoformans lysis, adenylate kinase release luminescence, 4 h; normalised: neutral wells 0, clomiphene wells 100; lysis activity, % at 15 µM; actives 0.2% (n = 360,000); AID 651654, 2012;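 active means mean lysis activity across replicates of at least 80%, whatever share of replicates individually reach that level; inactive means mean lysis activity below 80%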
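Assay system: log-phase C. neoformans yeast / Quantity: yeast cell density of 5 × 10^6 cells/mL / Medium: fresh YPD growth medium / Compound: single dose / Timing: static 4 h at 37 °C with compound, 1 h detection / Measured by: adenylate kinase release luminescence / Read-out: lysis from increased AK signal / Benchmarks: Clomiphene as positive lysis control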
Active calls of the source: *; i = inactive; · = no result given; & = joins results of further samples; [ ] = dose if it differs, or a comment.

SMILES,RAD54 inh,Cneo AK release,miR-122 sensor,PGC1a acetyl inh,PglD inh,E-selectin induc,ERAP1 HTS inh,RAD52 inh
COC(=O)C[C@H]1CC[C@H]2[C@@H](COc3ccc(NC(=O)c4ccccc4F)cc3C(=O)N2C)O1,·,·,·,13,·,0.0,0,7
CCN(CC)c1ccc(NC(=O)CSc2nnc(N)s2)cc1C,-2,-1,-8,-6,-5,0.0,·,-2
O=C1Nc2ccc(Br)cc2/C1=C/C1CC=CCC1 (stereo not given),·,·,·,-1,·,1.7,8,2
Cn1nc(-c2ccc(N3CCOCC3)c(NS(=O)(=O)c3ccc(Cl)cc3)c2)c2ccccc2c1=O,1,0,-4,18,9,·,·,·
Cc1ccc(NC(=O)C(C)OC(=O)CSc2ccccc2)cc1 (stereo not given),-4,3,-2,-19,-4,-0.2,0,1
Cc1ccc(S(=O)(=O)N(C)CCCC(=O)NC(C)(C)C)cc1,-10,4,7,-10,2,·,6,-4
S=C(Nc1cc(Cl)cc(Cl)c1)N1CCCC1,-2,1,·,·,3,0.0,-1,-3
Cc1cc(C)c2nc(SCC(=O)Nc3cc(C)on3)c(C#N)cc2c1,-1,0,-2,3,-1,0.5,-3,-18
O=C(NCc1nnnn1-c1ccc(F)c(F)c1)c1ccc(S(=O)(=O)N2CCOCC2)cc1,10,-2,-2,4,0,-0.1,2,-1
COc1cccc(-c2nc(-c3ccccn3)no2)c1OC,0,2,6,6,2,·,·,·
COc1ccc(-c2ccc([C@H]3[C@@H](CO)N4C(=O)CN(C(=O)c5cccnc5)C[C@@H]34)cc2)cc1,·,·,·,-14,·,0.3,-1,-19
COc1cccc(CN(C)C(=O)CN2C(=O)NC(c3ccccc3)(c3ccccc3)C2=O)c1OC,2,0,-10,-4,1,·,6,-5

(listing goes on)
SMILES,RAD54 inh,Cneo AK release,miR-122 sensor,PGC1a acetyl inh,PglD inh,E-selectin induc,ERAP1 HTS inh,RAD52 inh
CC(C)n1cc(/C=C2/SC(=O)N(CC(=O)Nc3ccc4c(c3)OCO4)C2=O)c2ccccc21,-5,1,-3,3,2,·,·,·
CCN(CC(=O)NCc1ccc(Cl)cc1)C(=O)CSc1cc(C)ccc1C,-7,1,·,4,2,-0.2,1,0
CC(=O)Nc1nc(C)c(-c2csc(Nc3cccc([N+](=O)[O-])c3)n2)s1,2,4,-23,-4,-3,·,·,·
Cc1ccc(S(=O)(=O)N2CCCCC2)cc1NC(=O)C1COc2ccccc2O1 (stereo not given),6,5,10,-5,2,-0.2,-6,-16
C/C(=N\Nc1cc(-c2ccccc2)nc(-c2ccccc2)n1)c1ccc(O)c(C)c1,-1,0,-4,·,-4,·,1,1
COc1ccc(CNC(=O)CN(C(=O)CCC(=O)Nc2ccccn2)c2ccccc2OC)cc1,-7,4,2,-21,3,·,·,·
CCCNC(=O)N(C)C[C@H]1Oc2cc(C#CC(C)C)ccc2S(=O)(=O)N([C@H](C)CO)C[C@H]1C,-13,0,6[16.7 µM],51,8,0.2,-3,16
CCN(CC(=O)Nc1c(F)cccc1F)C(=O)CCCc1cccs1,5,1,-4,-1,-3,·,2,-5
C[C@@H]1CN([C@@H](C)CO)C(=O)c2cc(NC(=O)CCC(F)(F)F)ccc2O[C@H]1CN(C)C(=O)Nc1ccc(F)cc1,-5,-2,-4[16.7 µM],3,13,-0.1,-4,9
Cn1c(=O)c2c(nc(SCCN3CCOCC3)n2Cc2ccc(F)cc2)n(C)c1=O,-8,-2,·,2,0,·,·,·
Cc1ccc2c(=O)cc(C(=O)NCc3ccccc3)oc2c1C,-9,-2,-3,·,0,-0.1,-8,-14
O=C(CCc1nc(-c2ccccc2F)no1)NC1CCCCC1,3,2,0,-6,-3,·,·,·

(list continues)
SMILES,RAD54 inh,Cneo AK release,miR-122 sensor,PGC1a acetyl inh,PglD inh,E-selectin induc,ERAP1 HTS inh,RAD52 inh
COc1ccc(COCC23Oc4ccccc4[C@H]([C@H]2CO)n2c(c4c(c(C(C)=O)c2=O)C(=O)N(C)C4=O)N3C)cc1,1,-11,·,1,-4,·,-4,-32
CCCCC/S(CC1CC1(Cl)Cl)=N\S(=O)(=O)c1ccc(C)cc1 (stereo not given),·,·,17,-4,·,-0.4,-3,1
CO[C@@H]1CN(C)C(=O)c2ccc(NC(=O)C3CC3)cc2OC[C@H](C)N(CC2CCCC2)C[C@@H]1C,-9,49,·,-3,3,0.3,1,8
Cc1ccc(S(=O)(=O)NCCC(=O)NC2CCCCC2C)cc1 (stereo not given),7,-2,13,-6,-5,·,-2,-18
CCC(=O)NC(Nc1ccccn1)(C(=O)OC)C(F)(F)F (stereo not given),-1,-1,-6,8,-3,-0.1,·,·
C[C@H](NC(=O)C[C@@H]1C[C@@H]2c3cc(NC(=O)CC4CC4)ccc3O[C@@H]2[C@H](CO)O1)c1ccccc1,-3,53,0[16.7 µM],-13,3,0.3,2,-2
O=[N+]([O-])c1ccc(COc2ccccc2CN2CCCC2)cc1,9,-1,-1,1,0,-0.5,·,77*
O=c1cc(-c2ccccc2)n(S(=O)(=O)c2ccc3ccccc3c2)o1,-5,0,2,5,-10,·,·,·
Cc1ccccc1NC(=O)CN(c1ccc(F)cc1)S(C)(=O)=O,8,-1,-4,8,-4,·,·,·
Cc1ccc(-c2sc(C(=O)NN)c(C)c2C#N)cc1,·,·,·,1,·,-2.8,-5,-185
C=C(C)C1Cc2c(C)nn(-c3nc(C)cc(C)n3)c2C1 (stereo not given),-12,2,-4,-8,0,·,·,·
C/C(=N\NC(=O)C(C)Sc1ccccc1)C(C)(C)C (stereo not given),6,1,-5,6,0,·,·,·

Remaining list, next part.
SMILES,RAD54 inh,Cneo AK release,miR-122 sensor,PGC1a acetyl inh,PglD inh,E-selectin induc,ERAP1 HTS inh,RAD52 inh
C[C@@H]1CCCCO[C@H](CN(C)C(=O)Cc2ccccc2)[C@H](C)CN([C@H](C)CO)C(=O)c2cc(NC(=O)Nc3ccccc3)ccc2O1,-4,-1,-2[16.7 µM],-22,-3,·,0,-5
CC(=O)Nc1ccc(N=Cc2c(O)c3ccccc3oc2=O)cc1,0,0,0,3,-4,-1.8,-1,-11
CN1CC[n+]2c(CN3C(=O)c4ccccc4C3=O)csc21,-3,-1,4,0,·,·,·,·
COc1ccc(CCn2c(NN)nc3c2c(=O)[nH]c(=O)n3C)cc1,14,-3,4,10,0,-1.8,0,-1
O=C(COC(=O)CCc1nc2ccccc2c(=O)[nH]1)Nc1ccc(OC(F)(F)F)cc1,-6,-3,·,-3,-2,-0.4,1,-31
CCCN1C(=O)SC(CC(=O)Nc2ccc(C)cc2)C1=O (stereo not given),-1,7,-1,11,-4,·,·,·
Cc1ccc(C(=O)Nc2ccccc2C(=O)NC2CCCCC2)cc1S(=O)(=O)N1CCOCC1,-1,3,-3,-1,3,·,5,0
Cn1cccc1CC(=O)NNC(=S)Nc1ccccc1Cl,-15,3,-3,-3,·,-0.2,0,-22
O=C(Nc1c2c(nn1-c1ccc(F)cc1)CS(=O)C2)C12CC3CC(CC(C3)C1)C2 (stereo not given),-2,3,-4,·,0,·,·,·
CC(=O)c1c(C)[nH]c(C(=O)CN2CCN(S(=O)(=O)c3ccccc3F)CC2)c1C,-4,3,-2,-13,2,-0.3,-2,-13
CO[C@@H]1CN(C)C(=O)c2ccc(NC(=O)C3CC3)cc2OC[C@H](C)N(C(=O)C2CCOCC2)C[C@@H]1C,0,-2,0[16.7 µM],·,0,0.1,1,-5
CC(C)(C)N(Cc1ccccc1)C(=O)COC(=O)C1CCN(c2ccc(C(F)(F)F)cn2)CC1,6,-1,8,18,5,·,2,-24

Further entries follow:
SMILES,RAD54 inh,Cneo AK release,miR-122 sensor,PGC1a acetyl inh,PglD inh,E-selectin induc,ERAP1 HTS inh,RAD52 inh
COc1cc(/C=C/CO)cc(OC)c1O[C@@H]1O[C@H](CO)[C@@H](O)[C@H](O)[C@H]1O,-4,0,1,0,6,0.0,-3,-8
COc1ccc(C2=CN3CCCCC3CC2=O)cc1OC (stereo not given),-3,4,-8,·,-6,0.1,·,-40
C[C@H](CO)N1C[C@H](C)[C@@H](CN(C)S(=O)(=O)c2ccc3c(c2)OCCCO3)OCc2cnnn2CCCC1=O,-3&3,0&2,-3,1&-1,-4&5,-0.1,-2&0,-9&2
O=C(c1cccc(C(=O)N2CCN(Cc3ccccc3)CC2)c1)N1CCN(Cc2ccccc2)CC1,-14,-4,-7,5,8,·,·,·
CN(C)C(=O)c1cc2c(c(-c3cccc(-c4ccc(F)cc4)c3)n1)[C@H](CCO)N([S@@](=O)C(C)(C)C)C2,2,-2,·,-4,2,0.1,-1,-40
c1ccc(-c2oc3ncnc(NCCCN4CCOCC4)c3c2-c2ccccc2)cc1,4,3,0,6,5,·,·,·
O=C1N/C(=N\S(=O)(=O)c2ccccc2)S/C1=C\c1cc([N+](=O)[O-])ccc1O,-67,0,-4,·,-5,·,11,i
Cc1ccc(NC(=O)c2cc(-c3ccc(F)cc3)on2)cc1C,-7,-3,-20,-3,-1,-0.2,-1,-14
C[C@H]1CN([C@@H](C)CO)C(=O)c2cc(C#CC3(O)CCCC3)cnc2O[C@H]1CN(C)Cc1ccccc1,-7,1,4[16.7 µM],-1,-4,0.9,0,3
COc1ccc(N2CCN(C(=O)C34CCC(C)(C(=O)C3)C4(C)C)CC2)cc1 (stereo not given),1,2,-7,13,7,·,·,·
COc1ccc(C)cc1NC1=C(Cl)C(=O)N(C2CCCCC2)C1=O,-6,1,-2,4,2,·,·,·
COc1cccc(N2CCN(C(=O)C3CCN(C(=O)Nc4ccccc4)CC3)CC2)c1,2,10,-2,4,4,-0.3,0,-13

Carrying on.
SMILES,RAD54 inh,Cneo AK release,miR-122 sensor,PGC1a acetyl inh,PglD inh,E-selectin induc,ERAP1 HTS inh,RAD52 inh
C=CSc1sc(Cl)c(N(C)C)c1[N+](=O)[O-],3,-3,-2,-2,-4,·,-2,-12
O=C1C=CC(=C(c2ccc(O)cc2)c2ccc(O)cc2)C=C1,12,0,·,·,2,·,4&10,-7&0
COc1ccc(C2/C(=C(/O)c3ccc(C)cc3)C(=O)C(=O)N2C)c(OC)c1 (stereo not given),-5,-1,-2,-14,3,0.0,1,1
CN1CCN(C(=O)c2cc(Cl)ccc2Cl)CC1,7,3,0,-2,1,·,·,·
Cc1ccc(C)c2c1sc(=NC(=O)CN1C(=O)CCC1=O)n2C,-3,1,1,1,2,-1.3,7,7
C=CCNC(=O)c1cc2c(C(F)(F)F)nn(C)c2s1,0,-3,1,7,-3,·,·,·
O=C(c1ccc2c(c1)OCO2)N(Cc1ccco1)C1(C(=O)NC2CCCCC2)CCCCC1,5,-5,12,5,-2,·,·,·
CCCC(=O)N1CCN(c2nc(CC(C)C)c3c(c2C#N)CCC3)CC1,9,0,-7,-14,9,·,·,·
CCCCn1c(CNC(=O)C(C)(C)C)nc2ccccc21,-10,1,-1,-9,-5,0.1,2,-13
Cc1ccc(S(=O)(=O)N[C@H]2CC[C@@H](CCn3cc(-c4cccnc4)nn3)O[C@@H]2CO)cc1,-7,-19,·,9,1,2.8,0,-4

An unsorted share of the library (roughly 1.4% active in at least one column).
